Source: PubChem
SKN-1 inh = suppressors of acrylamide-induced Pgst-4::GFP reporter in worms, primary screen, SKN-1 inhibitor project, whole organism, uHTS, GFP/RFP fluorescence ratio, strain VP596. C. elegans VP596 Pgst-4::GFP/RFP ratio, 24 h. inhibition, % at 21.8 µM. 0.49% of 360,000 active;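 active = interference check ratio from 0.5 to 1.5 plus GFP to RFP signal ratio inhibition reaching or exceeding a fixed threshold, cut at about 30% in these data, passing the limit was not always enough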; note: some compounds called inactive have numbers as strong as hits
Neddyl block = inhibitors of cullin neddylation, primary screen, biochemical, TR-FRET, uHTS, NAE and Ubc12; NEDD8-conjugating enzyme Ubc12 (Homo sapiens) + NEDD8-activating enzyme E1 regulatory …; calls only at 25 µM; 0.58% of 360,000 active; in the data active = inhibition above about 36%
eLon inh = inhibitors of E. coli Lon protease, primary screen, biochemical, fluorescence polarization; AID 602123, 2011; inhibition, % at 7.94 µM; purified E. coli Lon protease; 0.42% of 360,000 active; in the data active = inhibition above about 13%, passing the limit was not always enough;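 note: 0% = enzyme with probe and DMSO and 100% = no enzyme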
MLLE-PAM2 inh = inhibitors of PABP1 MLLE–PAM2 peptide binding, primary screen, biochemical, fluorescence polarization, FITC-PAM2, GST-MLLE; Polyadenylate-binding protein 1 (Homo sapiens), P11940; inhibition, % at 20 µM; 0.36% of 360,000 active; in the data active = inhibition above about 35%, passing the limit was not always enough;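 note: plate controls were DMSO wells with GST-MLLE for no effect and wells lacking GST-MLLE protein for full effect; some results filed as inactive read as strong as hits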
Target sequence (P11940 whole entry, looked up): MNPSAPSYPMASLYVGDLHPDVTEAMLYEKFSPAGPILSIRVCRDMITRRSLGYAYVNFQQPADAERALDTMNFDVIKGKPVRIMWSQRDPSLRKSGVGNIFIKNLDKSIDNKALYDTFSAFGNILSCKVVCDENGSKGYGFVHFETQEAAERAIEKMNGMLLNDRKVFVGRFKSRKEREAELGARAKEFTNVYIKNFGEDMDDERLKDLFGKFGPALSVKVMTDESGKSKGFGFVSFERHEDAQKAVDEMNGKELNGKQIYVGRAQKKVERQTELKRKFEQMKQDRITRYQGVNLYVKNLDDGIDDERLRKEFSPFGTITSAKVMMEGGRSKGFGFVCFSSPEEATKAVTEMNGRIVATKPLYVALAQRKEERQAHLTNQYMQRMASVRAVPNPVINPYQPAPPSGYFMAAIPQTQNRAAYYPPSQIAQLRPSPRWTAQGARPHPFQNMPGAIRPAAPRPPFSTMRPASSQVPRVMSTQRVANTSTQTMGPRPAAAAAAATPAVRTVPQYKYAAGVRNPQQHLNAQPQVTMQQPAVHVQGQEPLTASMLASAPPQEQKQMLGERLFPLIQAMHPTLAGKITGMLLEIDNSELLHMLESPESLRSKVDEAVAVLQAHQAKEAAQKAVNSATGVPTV
MT1-MMP act inh = blockers of MT1-MMP proenzyme processing, primary screen, HT1080 RFP-PRO-GFP cells, GFP/RFP fluorescence | Matrix metalloproteinase-14 (Homo sapiens), P50281 | GFP/RFP ratio fluorescence, overnight; percent of plate control window, DMSO zero | GFP/RFP ratio change, % at 20 µM | 0.061% of 360,000 active | AID 651647, 2012;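 active = GFP/RFP ratio change of at least 30% with cell ATP level not reduced by more than half and red fluorescence within 50% of control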; note: strong numbers were not always called active
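system = RFP-PRO-GFP reporter HT1080 cells | dosing = 20 µM single dose, 1% DMSO | timing = overnight cell settling, then overnight compound exposure, 37 °C, 5% CO2 | read-out basis = GFP/RFP fluorescence ratio | controls = DMSO and RFP-L50D-GFP cell wells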
MsrA act = bovine MsrA enzyme activators, primary screen, biochemical, absorbance, HTS; Methionine sulfoxide reductase A (Bos taurus); 0.3% of 360,000 active; purified bovine MsrA, absorbance read-out; activation, % at 10.6 µM; in the data active = activation above about 7.5%;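 note: 0% = vehicle and 100% = reference activator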
Rin1-Abl PPI inh = inhibitors of Rin1-Abl protein binding, primary screen, biochemical, TR-FRET; AID 588664, 2011; 0.4% of 360,000 active; Tyrosine-protein kinase ABL1 (Homo sapiens) + Ras and Rab interactor 1 (Homo sapiens), …; inhibition, % at 7.35 µM; in the data active = inhibition above about 5%, passing the limit was not always enough
NRP1-CendR mod = modulators of CendR peptide binding to NRP-1, primary screen, biochemical, fluorescence polarization, uHTS; Neuropilin-1 (Homo sapiens), O14786; FAM-RPARPAR peptide binding to NRP-1; inhibition, % at 25 µM; 0.85% of 360,000 active;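 active = inhibition or corrected inhibition above about 18%, plus a signal ratio from 0.5 to 1.5, limit read from the data, passing the limit was not always enough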; note: strong numbers were not always called active
FAS TE block = FAS thioesterase domain inhibitors, primary screen, biochemical, fluorescence intensity, uHTS | Fatty acid synthase (Homo sapiens), P49327 | recombinant FAS-TE, OMFH fluorogenic substrate, fluorescence endpoint | inhibition, % at 15 µM | 0.67% of 360,000 active;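 active = compounds whose normalised, plate-corrected inhibition of enzyme fluorescence in the single-dose primary screen is 50% or more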;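 note: 0% = DMSO with enzyme and 100% = substrate without enzyme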
* marks the source's active call; other numbers are inactive results; i = inactive; . = no result given; + = active, no number; & = joins results of further samples.

Structure	eLon inh	Neddyl block	SKN-1 inh	FAS TE block	NRP1-CendR mod	MsrA act	MT1-MMP act inh	MLLE-PAM2 inh	Rin1-Abl PPI inh
CC(C)c1ccc(NS(=O)(=O)c2cccc3cccnc23)cc1	1	i	1	13	10	-2	1	6	1
CCOC(=O)C1(Cc2ccccc2C)CCCN(C(=O)CN2C(=O)CSC2=O)C1 (centres undefined)	4	i	1	0	6	-5	-5	-19	0
O=S(=O)(c1ccccc1)N1N=C(c2ccccc2)CC1c1ccccc1 (centres undefined)	-2	i	-1	16	9	-3	-1	-2	0
CC1CCCCC12NC(=O)N(CC(=O)OCC(=O)Nc1ccc(F)cc1[N+](=O)[O-])C2=O (centres undefined)	-16	i	-5	-6	-8	-1	1	0	1
CC1(C(=O)Nc2ccccc2Br)CCN1C(=O)CC1CC1 (centres undefined)	-4	i	-6	-5	10	-4	-3	6	0
CCN(C(=O)COC(=O)C12CC3CC(CC(O)(C3)C1)C2)c1c(N)n(Cc2ccccc2)c(=O)[nH]c1=O	-5	i	5	-7	-1	-3	-1	4	4
COC(=O)c1ccccc1NC1=C/C(=N\S(=O)(=O)c2cccs2)c2ccccc2C1=O	-3&4	i	20&6	22&38	20&9	0&-1	2&-11	-2&10	-4&-5
COc1ccccc1N(CC(=O)NCCSCc1ccc(Cl)cc1)S(C)(=O)=O	-12	i	11	-1	3	-1	2	-8	2
C/C(=N\NC(=O)CSc1nc(C)cc(C)n1)c1cccc([N+](=O)[O-])c1	6	i	-1	9	9	0	0	-5	-4
COc1cccc(CNC(=O)CSCC(=O)Nc2ccc(C)cc2)c1	-28	i	3	-5	-36	-2	-6	3	-2
COc1ccc(CNC(=O)C(C)n2nc(C)n3c(cc4occc43)c2=O)cc1 (centres undefined)	-1	i	-7	2	15	-7	-1	-5	-1
CCn1c2ccccc2c2nnc(SCN3C(=O)c4ccccc4C3=O)nc21	0	i	3	30	0	-4	-4	11	-2
O=c1oc2ccccc2cc1-c1cn(-c2ccccc2)c(=S)[nH]1	-3	.	7	-6	-12	-5	2	12	-2
Cc1nc2ccccc2c(C)c1CC(=O)N(CC(C)C)c1c(N)n(Cc2ccccc2)c(=O)[nH]c1=O	0	i	13	-2	-3	0	-4	3	0
c1ccc(Cc2nnc3sc(-c4ccccn4)nn23)cc1	-10	i	1	1	-6	-5	-1	32	-2

A portion of the results above:
Structure	eLon inh	Neddyl block	SKN-1 inh	FAS TE block	NRP1-CendR mod	MsrA act	MT1-MMP act inh	MLLE-PAM2 inh	Rin1-Abl PPI inh
CC1CCCCC12NC(=O)N(CC(=O)OCC(=O)Nc1ccc(F)cc1[N+](=O)[O-])C2=O (centres undefined)	-16	i	-5	-6	-8	-1	1	0	1
CC1(C(=O)Nc2ccccc2Br)CCN1C(=O)CC1CC1 (centres undefined)	-4	i	-6	-5	10	-4	-3	6	0
CCN(C(=O)COC(=O)C12CC3CC(CC(O)(C3)C1)C2)c1c(N)n(Cc2ccccc2)c(=O)[nH]c1=O	-5	i	5	-7	-1	-3	-1	4	4
COC(=O)c1ccccc1NC1=C/C(=N\S(=O)(=O)c2cccs2)c2ccccc2C1=O	-3&4	i	20&6	22&38	20&9	0&-1	2&-11	-2&10	-4&-5
COc1ccccc1N(CC(=O)NCCSCc1ccc(Cl)cc1)S(C)(=O)=O	-12	i	11	-1	3	-1	2	-8	2
C/C(=N\NC(=O)CSc1nc(C)cc(C)n1)c1cccc([N+](=O)[O-])c1	6	i	-1	9	9	0	0	-5	-4
COc1cccc(CNC(=O)CSCC(=O)Nc2ccc(C)cc2)c1	-28	i	3	-5	-36	-2	-6	3	-2
COc1ccc(CNC(=O)C(C)n2nc(C)n3c(cc4occc43)c2=O)cc1 (centres undefined)	-1	i	-7	2	15	-7	-1	-5	-1
CCn1c2ccccc2c2nnc(SCN3C(=O)c4ccccc4C3=O)nc21	0	i	3	30	0	-4	-4	11	-2
O=c1oc2ccccc2cc1-c1cn(-c2ccccc2)c(=S)[nH]1	-3	.	7	-6	-12	-5	2	12	-2
Cc1nc2ccccc2c(C)c1CC(=O)N(CC(C)C)c1c(N)n(Cc2ccccc2)c(=O)[nH]c1=O	0	i	13	-2	-3	0	-4	3	0
c1ccc(Cc2nnc3sc(-c4ccccn4)nn23)cc1	-10	i	1	1	-6	-5	-1	32	-2

(further entries)
Structure	eLon inh	Neddyl block	SKN-1 inh	FAS TE block	NRP1-CendR mod	MsrA act	MT1-MMP act inh	MLLE-PAM2 inh	Rin1-Abl PPI inh
COc1cc(-c2nc3ccc(N4CCN(C)CC4)cc3[nH]2)cc(OC)c1OC	-9	.	3	-3	8	-6	4	-3	-1
COc1ccccc1OCCCCN1CCCCC1	1	i	-11	-4	9	-5	3	11	4
Cc1ccc(C(=O)NNC(=O)Cc2cccs2)cc1	5	i	6	-12	-2	-2	3	-19	-3
CCN(CC)S(=O)(=O)c1ccc2c3c(cccc13)C(=O)N2	-4	+	20	-7	0	-2	1	3	-5
COCc1cccc(-c2csc(C(N)c3ccc(F)c(F)c3)n2)c1 (centres undefined)	-2	i	8	4	5	0	-1	14	-2
Cc1cc(C)cc(-c2nnc(SCC(=O)NC3CC3)o2)c1	8	i	-2	-6	-14	-2	-1	-74	-1
CC(C)OC(=O)CSc1nnc2n1C(C)(C)Cc1ccccc1-2	-4	i	-10	-6	-2	-9	3	-21	-5
C=CCOc1cccn2c(N(C)C(=O)c3ccccc3F)c(CC)nc12	-5	i	18	-10	-7	-2	2	1	-5
CC(=O)c1ccc(OCC(=O)Nc2nnc(C3CC3)s2)cc1	-8	i	-16	-8	29*	-3	2	-1	-1
Cc1ccc(OCc2ccc(C(=O)N3CCCC3)o2)c([N+](=O)[O-])c1	-12	i	11	-4	2	3	4	6	6
Cc1ccc(S(=O)(=O)NC(=O)C2(C)CCN2C(=O)c2c(C)noc2C)cc1 (centres undefined)	-1	i	9	-6	6	0	-1	0	0
CC(=O)N1N=C2/C(=C/c3ccccc3)CCCC2C1c1ccccc1 (centres undefined)	2	+	8	13	-4	-2	-8	-16	-1
O=C(NNC(=S)Nc1cccc(Cl)c1)c1ccccc1OC(F)F	-7	i	-10	-4	-7	-3	2	18	-1
N#C/C(=C\c1ccc(-c2ccc(C(=O)O)cc2)o1)C(=O)Nc1ccc(F)cc1	-29	i	2	18	-57	-4	-10	-82	1
O=C1OCCN1C(=O)[C@H]1[C@H](c2ccccc2)C(c2ccccc2)=NN1c1ccc(Br)cc1	-7	i	11	90*	-13	-2	-1	3	-4
c1ccc2oc(-c3ccn[nH]3)cc2c1	-2	i	7	-2	5	-1	-2	3	1
CCCCc1c(-c2ccc(Cl)cc2)ncn1CCc1ccccc1OC	-6	i	4	27	9	-3	-5	.	.
CCOC(=O)c1c(NC(=O)CN2C(=O)c3ccccc3C2=O)sc(Cc2ccc3c(c2)OCO3)c1C	3	i	4	26	5	0	0	-2	-1
Cc1ccccc1CNS(=O)(=O)c1c(C(=O)N2CCCC2)c(C)n(C)c1C	4	i	3	-8	-3	3	3	12	4
CCOC(=O)COn1c(=O)c(-c2ccc(OCC)cc2)[n+]([O-])c2ccccc21	-2	i	3	1	-4	-3	4	2	2
O=C(c1cccc(F)c1F)N1CCCC1	-2	i	-11	-10	-1	-3	-1	8	3
O=C(CSc1cccs1)Nc1ccc2ccccc2c1	10	i	11	19	4	-1	-1	-5	-5
Nc1cc(=O)nc2cn[nH]n12	0	i	3	-5	-6	-2	-3	9	5
O=C(c1ccccc1)N1CCCOC1c1ccccc1 (centres undefined)	0	i	2	-5	0	-1	-1	-10	3
O=C(NNS(=O)(=O)c1ccc([N+](=O)[O-])cc1)C(=O)Nc1cccc(C(=O)O)c1	10	i	-8	-3	-5	-8	-3	33	3
Cc1ccc(-c2nnc3c4ccccc4c(C)nn23)cc1S(=O)(=O)N1CCN(C)CC1	-5	i	25	-4	-8	-3	-6	-20	2
CSc1nc(C)c(C(=O)C[n+]2ccc(C)cc2)cc1C#N	6	i	0	0	-3	-4	-1	-12	-4
COc1cc(C(=O)NC(=S)Nc2ccc3c(c2)C(=O)N(C)C3=O)cc(OC)c1OC	-1	i	-7	-12	4	-6	-2	27	1
O=C(C1CCCN(c2ncnc3c2nc2n3CCCCC2)C1)N1CCN(c2ccccc2F)CC1 (centres undefined)	-3	i	8	12	1	-12	5	-1	4
CCCn1nc(NC(=O)C2CCCO2)c2cc3cc(C)ccc3nc21 (centres undefined)	-2	.	11	-1	-2	4	-1	-3	-8
Cc1ccc(N=C2NC(=O)/C(=C\c3ccc(C)s3)S2)cc1	-6	i	38*	-10	-37	-2	-11	-35	0
CCc1ccc(S(=O)(=O)Nc2ccc(C)c(NS(C)(=O)=O)c2)cc1	-8	i	2	-5	10	-3	4	-2	-2
O=[N+]([O-])c1ccccc1CNCCCCO	10	i	-3	-10	9	-4	0	16	2
Cc1ccc(NC(=O)N[C@@H](CC(C)C)C(=O)O)c(C)c1	-5	i	2	-5	8	-2	-1	-4	1
CC1CCN(c2c([N+](=O)[O-])c(=O)oc3ccccc23)CC1	5	i	-3	26	-63	-4	-2	-1	2
CC(CN(C)C)CN1c2ccccc2CCc2ccccc21 (centres undefined)	-3	i	7	3	-5	-1	-6	-15	1
CCOc1cc(/C=N\NC(=O)c2ccc(NC(=O)C(C)(C)C)cc2)ccc1OC(=O)c1ccc(OC)cc1	6	i	18	1	7	1	11	7	1
C=C(C)Cn1c(N2CCN(c3ccc(OC)cc3)CC2)nc2c1c(=O)n(C)c(=O)n2C	4	i	5	5	-2	-4	-7	4	6

Rows were taken by chance, and some 4% of all compounds hit somewhere here.
